# Screening data from PubChem BioAssay.
# IDE exosite FP – insulin-degrading enzyme (human) exo-site inhibition; P14735; purified IDE, FL-6b probe fluorescence polarization; hits give low values; z-score at 20 µM; actives 6.3% (n = 17,000);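 active means z-score of -3 or lower, meaning strong loss of probe binding signal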;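 further: His-tagged human IDE residues 42-1019 made in E. coli with 30 nM FL-6b probe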
# Target sequence (P14735 42-1019 limits assumed): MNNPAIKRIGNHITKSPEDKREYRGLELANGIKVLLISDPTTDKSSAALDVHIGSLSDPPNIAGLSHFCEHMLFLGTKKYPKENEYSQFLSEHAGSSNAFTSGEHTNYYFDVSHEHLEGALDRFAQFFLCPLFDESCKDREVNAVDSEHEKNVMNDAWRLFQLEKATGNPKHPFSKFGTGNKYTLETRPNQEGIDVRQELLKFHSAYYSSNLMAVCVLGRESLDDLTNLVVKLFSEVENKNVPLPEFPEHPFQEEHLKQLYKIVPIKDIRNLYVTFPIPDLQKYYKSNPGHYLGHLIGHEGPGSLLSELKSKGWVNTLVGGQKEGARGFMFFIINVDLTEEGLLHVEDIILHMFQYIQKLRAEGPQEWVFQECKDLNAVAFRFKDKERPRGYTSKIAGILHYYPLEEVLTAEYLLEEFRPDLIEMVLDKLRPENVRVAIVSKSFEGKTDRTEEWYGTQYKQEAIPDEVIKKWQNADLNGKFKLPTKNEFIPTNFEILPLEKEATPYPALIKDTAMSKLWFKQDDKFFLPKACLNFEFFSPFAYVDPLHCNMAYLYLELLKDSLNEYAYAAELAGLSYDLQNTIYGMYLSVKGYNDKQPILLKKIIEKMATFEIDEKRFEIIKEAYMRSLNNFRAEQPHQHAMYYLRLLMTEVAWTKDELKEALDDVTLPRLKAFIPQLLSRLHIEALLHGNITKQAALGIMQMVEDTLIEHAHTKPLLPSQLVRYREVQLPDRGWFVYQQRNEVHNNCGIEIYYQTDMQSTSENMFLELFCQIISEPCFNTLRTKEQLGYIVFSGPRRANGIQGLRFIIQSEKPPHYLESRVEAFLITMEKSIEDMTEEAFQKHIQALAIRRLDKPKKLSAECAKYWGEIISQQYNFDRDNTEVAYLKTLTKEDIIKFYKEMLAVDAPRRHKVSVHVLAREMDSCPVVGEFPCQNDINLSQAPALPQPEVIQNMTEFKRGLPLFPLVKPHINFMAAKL
# Numbers without * were called inactive; & = joins results of further samples. Only part of the results is shown (hit frequency here may not be typical).
SMILES,IDE exosite FP
CCC(=O)N1C[C@H](C)[C@H](OC)CN(C)C(=O)c2ccc(NC(=O)CC(F)(F)F)cc2OC[C@@H]1C,0.495
CN(C)C(=O)c1ccc(-c2ccc([C@H]3[C@H]4CN(CCC(F)(F)F)CCCCN4[C@H]3CO)cc2)cc1,0.771
CN(C[C@@H]1[C@H](c2ccccc2)[C@@H](CO)N1Cc1ccccn1)S(C)(=O)=O,0.109
O=C1CN(Cc2ccc(F)cc2)C[C@H]2[C@@H](c3ccc(Br)cc3)[C@H](CO)N12,1.38
OC[C@H]1[C@@H](c2ccc(-c3ccccc3)cc2)[C@@H]2CN(Cc3cncnc3)CCCCN12,-1.1
O=C(CC(F)(F)F)N1C[C@@H]2[C@H](c3ccccc31)[C@@H](CO)N2CC1CCOCC1,-0.428
COCC(=O)N1[C@H](CO)[C@@H](c2ccccc2-c2cccc(F)c2)[C@@H]1C#N,-0.293
O=C(c1cccc(F)c1)N1CCCCN2[C@@H](CO)[C@@H](c3ccc(-c4ccccc4)cc3)[C@@H]2C1,-0.138
CCCNC(=O)N1[C@H](CO)[C@@H](c2ccc(C3=CCCCC3)cc2)[C@@H]1C#N,1.33
O=C(c1ccccc1F)N1CC(=O)N2[C@H](CO)[C@H](c3ccc(C#Cc4ccccc4)cc3)[C@H]2C1,-2.37
C[C@H]1CN([C@@H](C)CO)S(=O)(=O)c2ccc(C#CCC3CCCC3)cc2O[C@@H]1CN(C)C(=O)c1cnccn1,0.499
CCCC#Cc1ccc([C@@H]2[C@@H](CO)N3CCCCN(S(=O)(=O)Cc4ccccc4)C[C@H]23)cc1,1.05
O=S(=O)(Cc1ccccc1)N1CCCCN2[C@@H](CO)[C@H](c3ccc(-c4ccccc4)cc3)[C@@H]2C1,2.58
CO[C@H]1CN(C)C(=O)c2ccc(NC(=O)Nc3cc(F)ccc3F)cc2OC[C@H](C)N(C(=O)c2ccccn2)C[C@H]1C,-0.141
COc1cccc(-c2ccc3n(c2=O)C[C@H]2[C@H](CO)[C@@H](C(=O)NC4Cc5ccccc5C4)N[C@@H]32)c1,0.0301
C[C@@H]1CN([C@H](C)CO)C(=O)CCCn2cc(nn2)CO[C@H]1CN(C)C(=O)NC1CCCCC1,0.731
CNC[C@@H]1Oc2c(NC(=O)Nc3cccc4ccccc34)cccc2C(=O)N([C@@H](C)CO)C[C@H]1C,0.135
O=C(Cc1ccccc1)N1CC(=O)N2[C@H](CO)[C@@H](c3ccc(-c4ccc(F)cc4)cc3)[C@H]2C1,-1.31
Cc1ccc(S(=O)(=O)N2C[C@@H](O)COC[C@H]3O[C@H](CC(=O)NCc4ccc5c(c4)OCO5)CC[C@@H]32)cc1,1.19
N#C[C@@H]1[C@H](c2ccc(C3=CCCCC3)cc2)[C@H](CO)N1S(=O)(=O)c1cccc(F)c1,3.44
COc1cccc(-c2ccc([C@H]3[C@H]4CN(C(=O)c5ccc6c(c5)OCO6)CCCCN4[C@H]3CO)cc2)c1,1.32
COCC(=O)N1CC[C@@H]2[C@@H](CO)Nc3ccc(C#Cc4ccc(F)cc4)cc3[C@@H]21,3.98
Cc1ccccc1-c1ccc([C@H]2[C@@H](CO)N3C(=O)CN(C(=O)c4cccnc4)C[C@H]23)cc1,-17.2*
CC(=O)N1CCCCN2[C@H](CO)[C@@H](c3ccc(-c4cccc(C(=O)N(C)C)c4)cc3)[C@H]2C1,1.63
CO[C@H]1CC[C@H]2CCN(C)C(=O)[C@H](C)N(C)C(=O)c3cccc(C#N)c3OC[C@H]1O2,0.398
C/C=C/c1ccc([C@H]2[C@@H](CO)N(CC3CCCCC3)[C@H]2CNC(C)C)cc1,2.6
C[C@H](CO)N1C[C@H](C)[C@@H](CN(C)Cc2ccc(C(=O)Nc3ccccc3N)cc2)OCc2cnnn2CCCC1=O,1.49
C[C@H]1CN([C@@H](C)CO)C(=O)CCCn2nncc2CO[C@@H]1CN(C)Cc1ccc2cccnc2c1,-0.638
Cc1ccc(-c2ccc([C@@H]3[C@H](CO)N4CCCCN(C(=O)c5ccncc5)C[C@@H]34)cc2)cc1,-1.16
C/C=C/c1ccc([C@H]2[C@@H](CO)N3C(=O)CN(S(=O)(=O)c4ccccc4)C[C@H]23)cc1,-0.81
O=C(C[C@H]1CC[C@@H]2NC[C@@H](O)COC[C@H]2O1)NCCN1CCCCC1,-0.889
Cc1ccccc1-c1ccc([C@H]2[C@H]3CN(C(=O)c4cccnc4)CCCCN3[C@H]2CO)cc1,0.895
OC[C@@H]1[C@H](c2ccc(/C=C/c3ccccc3)cc2)[C@H]2CN(Cc3cccnc3)CCCCN12,-5.37*
CO[C@@H]1CC[C@H]2CCN(C)C(=O)[C@H](C)CN(C)C(=O)c3cc(C#N)ccc3OC[C@H]1O2,0.82
CNC[C@H]1[C@@H](c2ccccc2)[C@@H](CO)N1C(=O)Nc1cccc(OC)c1,3.83
COCC(=O)N1CCCCN2[C@H](C1)[C@H](c1ccc(-c3cccc(C)c3)cc1)[C@@H]2CO,-3.04*
CCc1csc(N2[C@@H](C#N)[C@@H](c3ccc(C4=CCCC4)cc3)[C@@H]2CO)n1,2.6
CC(C)C#Cc1ccc([C@H]2[C@H]3CN(C(=O)c4ccc(F)cc4)CCCCN3[C@H]2CO)cc1,2.62
CCS(=O)(=O)Nc1ccc2c(c1)C(=O)N(C)[C@H]1CC[C@@H](CC(=O)N3CCN(C)CC3)O[C@@H]1CO2,0.742
CC(C)C#Cc1ccc([C@H]2[C@H]3CN(S(=O)(=O)c4ccccc4)CC(=O)N3[C@H]2CO)cc1,-0.728
CC(=O)N1CCCCN2[C@H](CO)[C@H](c3ccc(-c4cccc(C(=O)N(C)C)c4)cc3)[C@H]2C1,2.78
CC(C)NC(=O)N(C)C[C@@H]1Oc2ccc(NC(=O)Cc3ccccc3)cc2CC(=O)N([C@H](C)CO)C[C@H]1C,1.78
C[C@H](CO)N1C[C@H](C)[C@@H](CN(C)C(=O)Nc2ccccc2C(F)(F)F)OCc2ccccc2-c2c(n(C)c3ccccc23)C1=O,0.904
C/C=C/c1ccc([C@H]2[C@@H](CO)N(CC3CCCC3)[C@@H]2CNC(=O)NC(C)C)cc1,1.97
COc1ccc2c3c(n(C)c2c1)[C@H](CO)NCC31CN(C(=O)CC2CC2)C1,0.0827

# Brought forward from above: two entries, then new ones.
SMILES,IDE exosite FP
C/C=C/c1ccc([C@H]2[C@@H](CO)N(CC3CCCC3)[C@@H]2CNC(=O)NC(C)C)cc1,1.97
COc1ccc2c3c(n(C)c2c1)[C@H](CO)NCC31CN(C(=O)CC2CC2)C1,0.0827
Cc1ccc(-c2ccc([C@H]3[C@@H](CO)N4CCCCN(C(=O)c5ccncc5)C[C@H]34)cc2)cc1,-1.05
CN(C)CC(=O)N1CCCCN2[C@H](CO)[C@H](c3ccc(/C=C/c4ccccc4)cc3)[C@H]2C1,-10.9*
CN1CCCCN2[C@H](CO)[C@@H](c3ccc(-c4cccnc4)cc3)[C@H]2C1,-0.764
COc1ccc(NC(=O)N2CCCCN3[C@H](CO)[C@@H](c4ccc(C5=CCCCC5)cc4)[C@H]3C2)cc1,4.14
C[C@@H]1CN([C@@H](C)CO)C(=O)c2ccccc2-c2ccccc2CO[C@@H]1CN(C)C(=O)Nc1cccc(Cl)c1Cl,1.17
C(=C\c1ccc(C2[C@H]3CNC[C@@H]2N3Cc2cncnc2)cc1)/c1ccccc1 (some centres not stated),0.522
O=C(c1ccc(F)cc1)N1CCCCN2[C@H](CO)[C@@H](c3ccc(/C=C/c4ccccc4)cc3)[C@H]2C1,-2.34
COc1ccc2c3c([nH]c2c1)[C@@H](CO)N(C(=O)C1CCOCC1)CC31CCN(S(C)(=O)=O)CC1,0.897
C[C@@H]1CN([C@H](C)CO)C(=O)c2cc(NS(=O)(=O)c3cn(C)cn3)ccc2O[C@H]1CN(C)S(=O)(=O)c1ccc(F)cc1,-4.55*
Cc1noc(C)c1NC(=O)N1C[C@@H](O)COC[C@@H]2O[C@@H](CC(=O)N3CCc4ccccc4C3)CC[C@H]21,1.51
N#Cc1ccc(-c2ccc([C@H]3[C@H]4CN(C(=O)Cc5ccccc5)CC(=O)N4[C@H]3CO)cc2)cc1,3.9
N#C[C@@H]1[C@H](c2ccccc2-c2cccc(F)c2)[C@@H](CO)N1S(=O)(=O)c1cccc(F)c1,-1.13
CO[C@@H]1CC[C@@H]2CCN(C)C(=O)[C@@H](C)N(C)C(=O)c3cccc(C#N)c3OC[C@H]1O2,1.55
CCCC#Cc1ccc([C@H]2[C@H](C#N)N(C(=O)C3CC3)[C@H]2CO)cc1,1.27
COCC(=O)N1[C@H](CO)[C@@H](c2ccc(-c3ccccc3OC)cc2)C12CN(C(C)=O)C2,-0.299

# Sorted by formula weight (ascending): 3 of the compounds above.
SMILES,IDE exosite FP
C/C=C/c1ccc([C@H]2[C@@H](CO)N3C(=O)CN(S(=O)(=O)c4ccccc4)C[C@H]23)cc1,-0.81
COc1ccc2c3c([nH]c2c1)[C@@H](CO)N(C(=O)C1CCOCC1)CC31CCN(S(C)(=O)=O)CC1,0.897
C[C@@H]1CN([C@@H](C)CO)C(=O)c2ccccc2-c2ccccc2CO[C@@H]1CN(C)C(=O)Nc1cccc(Cl)c1Cl,1.17

# More results
SMILES,IDE exosite FP
CC(C)(O)C#Cc1ccc([C@H]2[C@H]3CN(Cc4ccccc4F)CCCCN3[C@H]2CO)cc1,1.58
CN1c2ccc(Br)cc2[C@H]2[C@H](CCN2C(=O)Nc2cccc(F)c2)[C@H]1CO,-0.0609
COc1ccc2c3c(n(C)c2c1)[C@H](CO)NCC31CN(C(=O)Nc2ccccc2F)C1,1.11
O=C(c1ccccn1)N1CC(=O)N2[C@H](CO)[C@H](c3ccc(C#Cc4ccccc4)cc3)[C@@H]2C1,-5.83*
CN1CCCCN2[C@@H](CO)[C@@H](c3ccc(/C=C/c4ccccc4)cc3)[C@@H]2C1,-6.77*
O=S(=O)(c1cccs1)N1CCCCN2[C@@H](CO)[C@@H](c3ccc(/C=C/c4ccccc4)cc3)[C@@H]2C1,-3.18*
Cc1noc(C)c1NC(=O)N(C)C[C@H]1OCc2cnnn2CCCC(=O)N([C@@H](C)CO)C[C@H]1C,-0.269
O=C(O)[C@@H]1[C@@H](CO)[C@@H]2Cn3c(ccc(-c4ccccc4F)c3=O)[C@@H]2N1Cc1ccccc1,0.561
C/C=C/c1ccccc1[C@H]1[C@@H](CO)N(S(=O)(=O)c2cccc(F)c2)[C@H]1C#N,0.66
N#C[C@@H]1[C@H](c2ccc(C3=CCCC3)cc2)[C@H](CO)N1C(=O)C1CC1,0.068
COc1ccc2c3c([nH]c2c1)[C@@H](CO)N(S(=O)(=O)c1ccccc1)CC31CCN(C)CC1,-0.592
O=C(CN1CCOCC1)N1CC(=O)N2[C@@H](CO)[C@H](c3ccc(-c4cccc(F)c4)cc3)[C@@H]2C1,-0.229
COc1ccccc1CN1C[C@@H]2N[C@H](C1)C2c1ccc(-c2ccccc2OC)cc1 (some centres not stated),-10.1*
N#C[C@H]1[C@H](c2ccc(-c3ccc(F)cc3)cc2)[C@@H](CO)N1c1nc(-c2ccccc2)cs1,4.06
Cc1ccccc1S(=O)(=O)N1CC(=O)N2[C@H](C1)[C@@H](c1ccc(C#CCC3CCCC3)cc1)[C@@H]2CO,1.07
CCCC#Cc1ccc([C@@H]2[C@H](CO)N3C(=O)CN(C(=O)c4ccccc4)C[C@@H]23)cc1,0.824
CCC(=O)N1[C@@H]2CN(S(=O)(=O)c3ccc(F)cc3)c3ccccc3[C@@H]2[C@@H]1CO,3.39
C[C@@H]1CN([C@@H](C)CO)C(=O)CCCn2nncc2CO[C@H]1CN(C)Cc1ccc2c(c1)OCCN2C,-0.743
O=C1NCCOCc2cn(nn2)CC[C@@H]1Cc1ccc(F)cc1,1.38
Cc1cccc(S(=O)(=O)N2[C@@H]3CNC[C@H]2C3c2ccc(-c3cccnc3)cc2)c1 (some centres not stated),-0.501&1.99
CO[C@H]1CN(C)C(=O)c2cc(NC(=O)c3cnccn3)ccc2OC[C@H](C)NC[C@H]1C,-0.0121
CCN1[C@@H]2c3ccc(-c4ccc(C(=O)N(C)C)cc4)c(=O)n3C[C@@H]2[C@@H](CO)[C@@H]1C(=O)NCCOC,1.09
COc1cccc(NC(=O)N2CC(=O)N3[C@H](C2)[C@H](c2ccc(C4=CCCCC4)cc2)[C@@H]3CO)c1,-0.86
COCC(=O)N1[C@H](CO)[C@H]2c3ccccc3NC[C@H]21,0.91
O=C1CN(S(=O)(=O)Cc2ccccc2)C[C@H]2[C@@H](c3ccc(C#Cc4cccc(F)c4)cc3)[C@H](CO)N12,3.49
N#C[C@H]1[C@@H](c2ccccc2-c2ccc(F)cc2)[C@@H](CO)N1C(=O)NC1CCCCC1,1.59
COc1ccc(-c2ccc([C@@H]3[C@H](CO)N4C(=O)CN(C(=O)c5cccnc5)C[C@@H]34)cc2)cc1,-1.5
O=C(NC1CCCC1)N1CCCCN2[C@H](CO)[C@@H](c3ccc(-c4ccccc4)cc3)[C@H]2C1,1.83
CO[C@H](CN(C)S(=O)(=O)c1cn(C)cn1)[C@H](C)CN(C(=O)Nc1ccc(C(F)(F)F)cc1)[C@@H](C)CO,0.651
CC(=O)N1[C@H](CO)[C@H](c2ccc(-c3ccccc3F)cc2)[C@@H]1CNC(C)C,-1.37
CN(C)C(=O)c1ccc(-c2ccc([C@H]3[C@@H](C#N)N(C(=O)C4CCC4)[C@@H]3CO)cc2)cc1,2.56

# Fetched one by one from the list above:
SMILES,IDE exosite FP
C/C=C/c1ccc([C@H]2[C@@H](CO)N3C(=O)CN(S(=O)(=O)c4ccccc4)C[C@H]23)cc1,-0.81
C/C=C/c1ccc([C@H]2[C@@H](CO)N(CC3CCCC3)[C@@H]2CNC(=O)NC(C)C)cc1,1.97
O=C1NCCOCc2cn(nn2)CC[C@@H]1Cc1ccc(F)cc1,1.38
CC(=O)N1CCCCN2[C@H](CO)[C@H](c3ccc(-c4cccc(C(=O)N(C)C)c4)cc3)[C@H]2C1,2.78
N#C[C@@H]1[C@H](c2ccc(C3=CCCC3)cc2)[C@H](CO)N1C(=O)C1CC1,0.068
N#C[C@H]1[C@@H](c2ccccc2-c2ccc(F)cc2)[C@@H](CO)N1C(=O)NC1CCCCC1,1.59
CN(C)CC(=O)N1CCCCN2[C@H](CO)[C@H](c3ccc(/C=C/c4ccccc4)cc3)[C@H]2C1,-10.9*
